# IL-2 act: qHTS of IL-2 Activators; activation, % (series mostly up to about 46 µM); IL-2 activation reporter assay, cell-based qHTS; stimulated with anti-CD3/CD4/CD28 beads; in transgenic mouse T cells; 0.065% of 360,000 active; in the data active means activation above about 50%; inconclusive means mostly about 30% to 49%; further: 0% is about no effect
#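 Quantitative HTS in unstimulated transgenic mouse T cells, with memory T cells as non-tolerant control and PMA/ionomycin as tolerance-bypass control. Compound pretreatment lasted 60 minutes before 18 h bead stimulation; EGFP/DsRed fluorescence read.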
# PTHR1 ag: qHTS for PTHR1 Agonists: Primary Screen; Parathyroid hormone/parathyroid hormone-related peptide receptor (Homo sapiens), Q03431; HEK293 GP2 PTHR1 cells, GloSensor cAMP luminescence, 1 h; Potency, µM (highest dose often 115 µM), for inactives: at the top dose activation, usual class: activators; 0.075% of 410,000 active; AID 743266, 2014; further: potency means the concentration at half of the fitted maximal effect; nearly all actives have a fitted effect of over 55% in size; some results filed as inactive show a strong effect at the top dose; inactives centre near -15; many of its hits are not listed in these tables
# Target sequence (Q03431 whole entry, looked up): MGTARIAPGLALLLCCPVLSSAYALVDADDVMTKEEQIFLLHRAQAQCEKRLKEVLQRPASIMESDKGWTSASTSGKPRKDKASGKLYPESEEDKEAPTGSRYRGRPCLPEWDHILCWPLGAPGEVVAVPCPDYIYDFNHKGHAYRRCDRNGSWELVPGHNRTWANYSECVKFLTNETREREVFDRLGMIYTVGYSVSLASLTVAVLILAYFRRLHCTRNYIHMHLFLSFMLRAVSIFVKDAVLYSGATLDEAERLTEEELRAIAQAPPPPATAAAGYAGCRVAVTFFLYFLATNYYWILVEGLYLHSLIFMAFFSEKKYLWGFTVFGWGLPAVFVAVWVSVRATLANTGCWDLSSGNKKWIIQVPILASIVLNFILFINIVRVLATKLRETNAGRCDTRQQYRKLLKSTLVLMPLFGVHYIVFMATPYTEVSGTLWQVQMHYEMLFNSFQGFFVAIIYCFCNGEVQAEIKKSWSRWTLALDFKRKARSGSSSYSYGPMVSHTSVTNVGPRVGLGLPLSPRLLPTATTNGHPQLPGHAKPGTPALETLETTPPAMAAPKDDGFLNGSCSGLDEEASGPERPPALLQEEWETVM
#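 HEK-293-derived GP2 cells expressing PTHR1 and a GloSensor cAMP reporter, 3,000/well, plated overnight, given luciferin plus IBMX (each 0.5 mM as added) for 1 h at 37 °C, then compound for 1 h at 37 °C. Luminescence was read after 15 min at room temperature.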
# EPAC1 antag: qHTS for Antagonist of cAMP-regulated guanine nucleotide exchange factor 3 (EPAC1): primary screen; Rap guanine nucleotide exchange factor 3 (Homo sapiens), O95398; EPAC1 GEF assay, Rap1b-BODIPY-GDP exchange fluorescence; Potency, µM (doses to about 115 µM), without a hit: at the highest dose activity change, negative = inhibition, hits mostly inhibitors; 0.14% of 360,000 active; AID 720709, 2013;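 further: potency means the concentration at half of the fitted maximal effect; plate controls were vehicle for no effect and positive control for full effect; nearly all actives have a fitted effect of over 50% in size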
# HEK293 tox: qHTS of GLP-1 Receptor Inverse Agonists: Cytotox Screen | 0.13% of 410,000 active | Potency, µM (doses to about 38.3 µM), inactives show at the top dose activity change, negative = inhibition, actives largely listed as inhibitors | HEK293 cAMP-luciferase reporter cells, luminescence, 24 h;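 further: loss of luciferase light is scored as toxicity; potency means the concentration at half of the fitted maximal effect; on the % scale 0 is the no-effect control and ±100 the full control effect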
#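 Here, cytotoxicity is scored as loss of luminescence. The MLSMR collection was tested on cells seeded in medium containing 10% Nu serum, with a 24 hr compound exposure preceded by 12 hours of culture.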
# GLP1R ag: qHTS of GLP-1 Receptor Agonists; HEK293 GLP-1R CRE-luciferase, luminescence, 4-6 h; cells express a hypersensitive GLP-1R form; Potency, µM (highest dose often 45.6 µM), for inactives: at the top dose activation, actives largely listed as activators; 0.007% of 380,000 active; Glucagon-like peptide 1 receptor (Homo sapiens), P43220; further: potency means the concentration at half of the fitted maximal effect; % of control where 0% means no effect
# GLP-1R inv ag: qHTS of GLP-1 Receptor Inverse Agonists (Inhibition Mode) | Potency, µM (top dose mostly 38.3 µM), for the others: at the top dose activity change, negative = inhibition, most hits filed as inhibitors | HEK293 GLP-1R CRE-luciferase, luminescence, 24 h; GLP-1R form is constitutively active | Glucagon-like peptide 1 receptor (Homo sapiens), P43220 | 1.6% of 410,000 active; further: potency means the concentration at half of the fitted maximal effect; on the % scale 0 is the no-effect control and ±100 the full control effect; nearly all actives have a fitted effect of over 55% in size
#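 Luminescence readout: a drop in cAMP-driven luciferase signal flags inverse agonism at a constitutively active GLP-1R stably expressed in HEK293. Compound exposure lasted 24 hr at 37 deg C, 5% CO2.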
# PI5P4K alpha inh: qHTS for Inhibitors of phosphatidylinositol 5-phosphate 4-kinase (PI5P4K); Phosphatidylinositol 5-phosphate 4-kinase type-2 alpha (Homo sapiens), P48426; PI5P4Kalpha enzyme, ADP-Glo luminescence, 60 min; hits give low values; max response, %; 1.2% of 330,000 active; AID 652105, 2013; active means max response of -50% or lower; inconclusive means between -30% and -50%; inactive means -30% or higher; further: value at the top dose of about 77 µM; on the % scale 0 is the no-effect control and ±100 the full control effect
# Target sequence (P48426 whole entry, looked up): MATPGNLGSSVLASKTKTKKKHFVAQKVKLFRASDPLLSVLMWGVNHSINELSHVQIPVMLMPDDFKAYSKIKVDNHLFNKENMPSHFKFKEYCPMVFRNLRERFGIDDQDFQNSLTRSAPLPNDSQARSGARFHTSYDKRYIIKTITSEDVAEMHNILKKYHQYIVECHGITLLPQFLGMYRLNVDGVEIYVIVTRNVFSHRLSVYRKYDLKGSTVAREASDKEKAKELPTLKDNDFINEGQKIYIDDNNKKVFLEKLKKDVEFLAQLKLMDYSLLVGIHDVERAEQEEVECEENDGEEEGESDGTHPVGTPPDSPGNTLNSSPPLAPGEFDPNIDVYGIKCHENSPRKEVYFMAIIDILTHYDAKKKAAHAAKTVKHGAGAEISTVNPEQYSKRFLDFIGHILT
#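 Luminescence from ADP-Glo served as readout of PI5P4Kalpha activity in a qHTS format. Reaction: enzyme, substrate, compound, ATP at 5 microM final, 60 min at RT.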
# PLK1 PBD block: qHTS for Inhibitors of PLK1-PDB (polo-like kinase 1 - polo-box domain): Primary Screen; Potency, µM, inactives show max response, negative = inhibition, hits mostly inhibitors; Serine/threonine-protein kinase PLK1 (Homo sapiens), P53350; Plk1 PBD binding of FITC phosphopeptide, fluorescence polarization; 2.8% of 360,000 active; AID 720504, 2013; further: potency means the concentration at half of the fitted maximal effect; series mostly up to about 57 µM; on the % scale 0 is the no-effect control and ±100 the full control effect; nearly all actives have a fitted effect of over 65% in size
# EPAC1 ag: qHTS for Agonist of cAMP-regulated guanine nucleotide exchange factor 3 (EPAC1): primary screen; EPAC1 agonist qHTS, biochemical assay; response scale: 100% = response to 6.5 mM cAMP; Potency, µM (series often up to 154 µM), for inactives: top-dose activation, actives largely listed as activators; 0.073% of 360,000 active; AID 720707, 2013; further: potency means the concentration at half of the fitted maximal effect; nearly all actives have a fitted effect of over 60% in size
#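 Nucleotide exchange assay: 100 nM EPAC1 with 250 nM Rap1B loaded with BODIPY-GDP and 50 uM GDP, room temperature. Fluorescence (480/540 nm) read every 5 min for 30 min; signal change normalized to 6.5 mM cAMP as full agonist.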
# * marks the source's active call; other numbers are inactive results; i = inactive; ? = inconclusive; · = no result given; & = joins results of further samples; [ ] = another dose, or the depositor's remark. Unless noted, the call rests on the fitted dose curve; in most records, active means well fitted curve in the direction sought with a large enough effect; inconclusive means small, poorly fitted or top-dose-only effect, or another doubt; inactive means no such curve, though single readings can be large; an effect the other way counts as inactive or inconclusive. An excerpt (hit frequency here may not be typical).
SMILES,IL-2 act,PTHR1 ag,EPAC1 antag,HEK293 tox,GLP1R ag,GLP-1R inv ag,PI5P4K alpha inh,PLK1 PBD block,EPAC1 ag
C=CCNC(=O)/C(=C/c1cn(-c2ccccc2)nc1-c1cccc([N+](=O)[O-])c1)NC(=O)c1ccccc1,-0.7,i,-18%,21%,0%,-7%,-8,-8%,7%
COc1ccc(Cl)cc1C(=O)NC(=S)Nc1nc(C)cc(C)n1,-3.4,i,-17%,0%,0%,-2%,-10,-7%,-1%
Cc1ccccc1OCC(=O)N/N=C/c1cn(Cc2ccccc2)c2ccccc12,13,i,-25%,5%,1%,-22%,4,-6%,3%
CCOC(=O)N1CCN(c2c(NCc3ccc(F)cc3)c(=O)c2=O)CC1,-0.2,i,-21%,-13%,11%,?,2,?,-2%
CNC(=O)C(=O)NCC1OCCCN1S(=O)(=O)c1cccs1 (stereo not given),1.0,-20%,4%,-9%,-12%,9%,1,3%,-8%
CCn1c(SCC(=O)Nc2ccc(OC)cc2)nc2nc3c(cc2c1=O)COC(C)(C)C3,0.0,-11%,-1%,-16%,11%,22%,-2,-10%,-2%
COc1cccc(CNS(=O)(=O)c2cc3c4c(c2)CCN4C(=O)CC3)c1,2.0,27%,-11%,1%,7%,11%,4,-22%,2%
COc1cccc(C2c3[nH]c4ccccc4c3CCN2C(=O)c2ccccc2F)c1OC (stereo not given),-0.1,-18%,-1%,5%,-1%,?,9,-2%,11%
CCOc1ccc(NC(=O)Cn2c(C)ccc(C#N)c2=O)cc1,·,-12%,·,4%,0%,9%,·,·,·
CC1=[N+]([O-])C(C)(C)CC(C)(C)c2ccccc21,0.8,-59%[inhibitor],-3%,5%,4%,4%,4,-6%,5%
CCCn1c(NC(=O)c2cccc(S(=O)(=O)N3CCCC3)c2)nc2ccccc21,-4.1,-15%[57.5 µM],-12%,?,-16%,?,·,-4%,3%
COCc1cc(=O)[nH]c(Nc2nc3ccc(C)cc3o2)n1,0.2,-61%[inhibitor][57.5 µM],1%,?,-3%,?,4,1%,-9%
CO/N=C/c1ccc(Sc2ccc(C)cc2)c([N+](=O)[O-])c1,-0.2,i,3%,-4%,-8%,16%,-2,1%,0%
Cc1ccc(SCc2c(C(=O)N/N=C/C3CC=CCC3)nnn2-c2nonc2N)cc1 (stereo not given),-0.6,-20%,-10%,-12%,5%,-21%,-1,2%,0%
S=c1[nH]nc(-c2ccncc2)n1/N=C/c1ccccc1,0.1,i,-8%,0%,-1%,43%[activator],7,-11%,-1%
O=C(COC(=O)c1cncc(Br)c1)Nc1nnc(-c2ccccc2)o1,4.2,-2%,5%,1%,-6%,-2%,?,-26%,13%
O=C(Nc1ccc(Oc2ccccc2)nc1)[C@H]1O[C@@H](n2ccc(=O)[nH]c2=O)[C@H](O)[C@@H]1O,0.0,-20%,15%,-3%,10%,-2%,-4,0%,-4%
Cc1cc(C)c[n+](C2=C([O-])c3ccccc3C(=O)/C2=N\S(=O)(=O)c2cccs2)c1,0.3,-9%,11%,3%,-1%,22%,-3,-25%,12%
CCCc1cc(=O)oc2cc(C)cc(O)c12,-2.4,-1%[57.5 µM],4%,1%,0%,0%,·,1%,1%
C[n+]1ccc(/C=C/c2ccc(Br)cc2)cc1,-5.7,-12%,11%,-29%,-4%,-6%,-4,-1%,0%
COC(=O)c1c(-c2ccccc2)csc1NC(=O)CSc1ncnc2sc(C)c(C)c12,-0.8,i,13%,-5%,-11%,0%,1,-2%&-5%,-5%
COc1ccc(-n2c(SCC(=O)Nc3ccc(C(N)=O)cc3)nc3c([nH]c4ccccc43)c2=O)cc1OC,0.7,-5%,-23%,-4%,10%,118%[activator],-1,-3%,14%
C=CCN(C(=O)c1cccc(C(F)(F)F)c1)C1(C(=O)Nc2ccccc2)CCN(C(C)C)CC1,6.2,i,10%,-2%,-1%,?,7,-15%,0%
CCCC(=O)Nc1ncnc2c1ncn2[C@@H]1O[C@@H]2OP(=O)(O)OC[C@H]2[C@H]1OC(=O)CCC,0.4,-8%,1%,5%,2%,43%[activator],0,0%,-2%
CC(=O)Nc1ccc2nc(-c3cccn3C)[nH]c2c1,-3.6,i,-12%,11%,12%,51%[activator],-4,-13%,7%

# Brought forward from above: 3 compounds; new compounds follow.
SMILES,IL-2 act,PTHR1 ag,EPAC1 antag,HEK293 tox,GLP1R ag,GLP-1R inv ag,PI5P4K alpha inh,PLK1 PBD block,EPAC1 ag
C=CCN(C(=O)c1cccc(C(F)(F)F)c1)C1(C(=O)Nc2ccccc2)CCN(C(C)C)CC1,6.2,i,10%,-2%,-1%,?,7,-15%,0%
CCCC(=O)Nc1ncnc2c1ncn2[C@@H]1O[C@@H]2OP(=O)(O)OC[C@H]2[C@H]1OC(=O)CCC,0.4,-8%,1%,5%,2%,43%[activator],0,0%,-2%
CC(=O)Nc1ccc2nc(-c3cccn3C)[nH]c2c1,-3.6,i,-12%,11%,12%,51%[activator],-4,-13%,7%
COc1ccc(NC(=O)CCS(=O)(=O)c2ccccc2Cl)cc1S(=O)(=O)Nc1ccc(Cl)cc1,1.1,-10%,-22%,-30%,9%,6.3µM*,-2,1%,-14%
Cc1ccc(-n2c(=S)sc3c(=O)n(-c4ccc(F)cc4)c(SCC(=O)O)nc32)cc1C,-0.1,i,-8%,-3%,0%,-26%,-2,-10%,11%
Fc1ccc(-n2c(-c3ccco3)nc3nc4ccccc4nc32)cc1,-0.8,i,4%,1%,-3%,0%,-2,-7%,-1%
COc1cc2sc(-c3ccc(S(C)(=O)=O)cc3)c(C(=O)NCc3ccc(C)o3)c2cc1OC,-0.3,-23%,-1%,-11%,0%,4%,?,0%,-2%
Cc1cc(C)n2nc(CC(=O)NNC(=O)c3ccc(N(C)C)cc3)nc2n1,-1.4,-25%,-29%,7%,-1%,-7%,2,-11%,-2%
COC(=O)CNC(=O)COC(=O)/C=C/c1ccc2ccccc2n1,2.0,-37%[inhibitor],-4%,3%,1%,46%[activator],2,-7%,0%
CCCCCn1c(CN2CCN(Cc3ccccc3)CC2)nc2c1c(=O)[nH]c(=O)n2C,-3.9,i,17%,0%,2%,0%,·,-2%,-3%
COc1ccc(CCNC(=O)CS(=O)(=O)Cc2nc(-c3ccc(C)cc3)oc2C)cc1OC,-3.5,i,?,2%,14%,-26%,3,-19%,-17%
N#Cc1ccc(-c2nc3ccc(Br)cn3c2Cc2cccc(F)c2)cc1,0.2,i,-22%,-5%,22%,31%[activator],6,0%,7%
CCNc1nc(NCC)nc(SCCOC(=O)Nc2ccccc2)n1,-4.3,-17%,-17%,-11%,28%,?,-5,-6%,5%
COc1ccc(Br)cc1/C=N/NC(=O)c1ccc(COc2ccc3c(c2)CCC3)o1,-1.0,i,3%,-11%,2%,2%,6,?,-7%
COc1ccccc1CNC(=O)CN(C)CC(=O)Nc1ccccc1Br,-2.6,-15%,2%,0%,0%,-1%,12,4%,-8%
O=c1c(-c2ccc([N+](=O)[O-])cc2)coc2c(O)c(O)ccc12,0.0,i,?,-25%,28%,19%,-7,-12%,2%
COc1cccc2cc(C(=O)N3CCN(C(=O)c4ccccc4)CC3)c(=O)oc12,-0.8,i,-8%,4%,6%,-11%,1,-18%,0%
O=C(O)c1ccc(Nc2nc(-c3cc4ccccc4oc3=O)cs2)cc1O,0.7,-32%[inhibitor],?,8%,-1%,40%[activator],-79*,24µM*,29%
Cc1ccc(C2=NN(C(=O)c3ccco3)C(O)(C(F)(F)F)C2)cc1 (stereo not given),-4.6,i,-6%,-14%,22%,-29%,-3,-12%,-9%
COc1cc(-c2nnc(-c3ccco3)o2)ccc1OCc1ccccc1,-2.3,-37%[inhibitor][57.5 µM],-8%,2%,11%,-21%,·,-5%,18%
CCN1CC(CN(C)Cc2nc(Cc3ccccc3)no2)CC1=O (stereo not given),-3.4,i,3%,3%,9%,11%,-2,-2%,-6%
CC1(C)N=C(c2ccccc2)C(=O)N1,0.2,3%,6%,-8%,1%,8%,0,-1%,-4%
Brc1cccc(-c2nnc(SCc3nc4ccccc4[nH]3)o2)c1,-4.9,-39%[inhibitor],2%,2%,-3%,0%,2,-3%,4%
CCCCS(=O)(=O)N1CCCC(C(=O)Nc2ccc3c(c2)CCC3)C1 (stereo not given),-0.7,-24%,-8%,5%,21%,?,-8,5%,-26%
CC1CCCC(NC(=O)C2CCC(CNc3c(N4CCCCC4)c(=O)c3=O)CC2)C1C (stereo not given),-0.1,i,-10%,10%,13%,7%,0,-5%,-2%
CCC(C)n1c(C)nc2c(c1=O)c1nc3ccccc3nc1n2CCC1=CCCCC1 (stereo not given),-1.8,-2%,-3%,7%,2%,-12%,7,-5%,-5%
Cc1cc(=O)[nH]c(SCC(=O)Nc2nnc(SCc3ccccc3)s2)n1,-0.6,-76%[inhibitor],?,1%,3%,25%,-9,24µM*,4%
COc1ccc(-c2cc(C(=O)N3CCc4ccccc4C3)no2)cc1OC,-2.8,-27%,-6%,8%,13%,1%,·,2%,16%
COc1ccc(-c2nc(CS(=O)CC(=O)NCCCN3CCCC(C)C3)c(C)o2)cc1OC (stereo not given),-3.2,-12%,8%,-20%,-3%,1%,1,0%,-1%
CC(C)CNC(=O)CN(c1cccc(Cl)c1)S(C)(=O)=O,0.7,i,10%,-4%,0%,-5%,0,-7%,-8%
O=C(CN1CCCC1c1cccs1)N1CCN(S(=O)(=O)c2ccccc2)CC1 (stereo not given),2.7,-25%,-21%,2%,8%,-4%,-12,-1%,1%
